Bioassay records (PubChem BioAssay)
aSyn yeast inh: rescues yeast growth from alpha-synuclein toxicity; Yeast expressing alpha-synuclein, growth rescue, BacTiter-Glo, 24 h; Potency, µM (titrated, usually from 46.1 µM), without a hit: top-dose growth rescue (activation), most hits filed as activators; 370,000 tested, 0.14% active; AID 652106; further: % of control where 0% means no effect; nearly all actives have a fitted effect of over 65% in size
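Rescue of yeast growth: cells expressing toxic alpha-synuclein, induced in galactose at OD600 0.02, incubated with compound 24 h at 30 C. ATP luminescence quantified growth; inhibitors of toxicity appear as activators.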
EPAC1 ag: agonists of human EPAC1; O95398; EPAC1 agonist qHTS, biochemical assay; response scale: 100% = response to 6.5 mM cAMP; Potency, µM (series often up to 154 µM), without a hit: at the top dose activation, actives largely listed as activators; 360,000 tested, 0.073% active; AID 720707; further: nearly all actives have a fitted effect of over 60% in size
Target sequence (O95398 whole entry, looked up): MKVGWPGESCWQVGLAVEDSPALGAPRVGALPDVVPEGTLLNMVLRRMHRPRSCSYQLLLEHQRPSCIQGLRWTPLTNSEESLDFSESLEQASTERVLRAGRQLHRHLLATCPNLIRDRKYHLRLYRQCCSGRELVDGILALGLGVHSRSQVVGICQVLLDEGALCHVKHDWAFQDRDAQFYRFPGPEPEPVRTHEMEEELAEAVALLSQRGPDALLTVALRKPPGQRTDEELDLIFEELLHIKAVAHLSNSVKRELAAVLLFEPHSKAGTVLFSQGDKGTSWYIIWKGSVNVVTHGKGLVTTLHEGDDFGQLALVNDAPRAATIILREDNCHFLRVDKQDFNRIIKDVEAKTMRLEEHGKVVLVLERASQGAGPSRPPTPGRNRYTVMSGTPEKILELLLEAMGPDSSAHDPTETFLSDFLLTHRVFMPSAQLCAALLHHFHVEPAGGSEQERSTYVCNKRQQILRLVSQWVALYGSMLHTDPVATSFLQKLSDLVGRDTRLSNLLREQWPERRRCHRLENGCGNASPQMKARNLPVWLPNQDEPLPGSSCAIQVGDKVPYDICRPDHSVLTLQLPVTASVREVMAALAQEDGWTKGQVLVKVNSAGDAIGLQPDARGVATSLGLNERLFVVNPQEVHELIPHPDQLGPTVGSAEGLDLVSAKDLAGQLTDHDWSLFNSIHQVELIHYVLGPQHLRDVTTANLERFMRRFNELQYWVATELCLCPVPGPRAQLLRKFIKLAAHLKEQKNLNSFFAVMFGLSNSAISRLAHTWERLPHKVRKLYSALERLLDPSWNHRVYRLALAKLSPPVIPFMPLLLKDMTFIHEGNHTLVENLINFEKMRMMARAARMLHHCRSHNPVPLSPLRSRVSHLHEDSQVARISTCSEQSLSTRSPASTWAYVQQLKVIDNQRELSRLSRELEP
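Nucleotide exchange by EPAC1 (100 nM) on Rap1B–BODIPY-GDP (250 nM) in the presence of 50 uM GDP is tracked fluorescently at 480/540 nm over 30 min. Signals are normalized to a 6.5 mM cAMP control.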
TDP43 rescue: TDP-43 toxicity inhibition in yeast; TDP-43 expressing yeast growth rescue, BacTiter-Glo, 24 h; 410,000 tested, 1.8% active; Potency, µM (titrated, usually from 46.1 µM), without a hit: top-dose growth rescue (activation), actives largely listed as activators; AID 652104; further: % of control where 0% means no effect; nearly all actives have a fitted effect of over 50% in size
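Yeast cells expressing TDP-43 under galactose induction are exposed to compounds for 24 hr at 30 deg C. BacTiter-Glo luminescence measures growth, so protective compounds score as activators.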
PTHR1 ag: PTHR1 (human) receptor agonism; Q03431; HEK293 GP2 PTHR1 cells, GloSensor cAMP luminescence, 1 h; Potency, µM (doses to about 115 µM), inactives show top-dose activation, most hits filed as activators; 410,000 tested, 0.075% active; further: nearly all actives have a fitted effect of over 55% in size; some results filed as inactive show a strong effect at the top dose; inactives centre near -15; many of its hits are not listed in these tables
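HEK-293-derived GP2 cells expressing PTHR1 and a GloSensor cAMP reporter, 3,000/well, plated overnight, given luciferin plus IBMX (each 0.5 mM as added) for 1 h at 37 °C, then compound for 1 h at 37 °C. Luminescence was read after 15 min at room temperature.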
EPAC1 antagonist: blocks human EPAC1 exchange factor | Potency, µM (series often up to 115 µM), inactives show at the top dose activity change, negative = inhibition, most hits filed as inhibitors | EPAC1 GEF assay, Rap1b-BODIPY-GDP exchange fluorescence | O95398 | 360,000 tested, 0.14% active;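 further: plate controls were vehicle for no effect and positive control for full effect; nearly all actives have a fitted effect of over 50% in size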
FUS suppressor: FUS proteinopathy suppression in yeast; S. cerevisiae FUS-expressing, growth rescue, OD600, 24 h; Potency, µM (doses to about 76.6 µM), without a hit: at the top dose growth rescue (activation), actives largely listed as activators; 390,000 tested, 0.24% active; AID 1347120;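 further: plate controls were DMSO vehicle for no effect and reference control for full effect; nearly all actives have a fitted effect of over 55% in size; some results filed as inactive show a strong effect at the top dose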
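Steps: raffinose overnight preculture; dilution to OD 0.005 in 2% galactose minimal medium; compound addition (concentration series); 24hr at 30C, 99% humidity; absorbance read at 600 nm.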
EPAC2 antag: antagonists of human EPAC2; Q8WZA2; EPAC2 GEF exchange of Rap1B-BODIPY-GDP, fluorescence; Potency, µM (highest dose often 114 µM), for inactives: top-dose activity, negative = inhibition, usual class: inhibitors; 360,000 tested, 0.18% active; AID 720708; further: on the % scale 0 is the no-effect control and ±100 the full control effect; nearly all actives have a fitted effect of over 45% in size; many of its hits are not listed in these tables
EPAC2 ag: EPAC2 (human) agonism. EPAC2 activation, biochemical qHTS; response scale: 100% = 6.5 mM cAMP response. Potency, µM (doses to about 154 µM), for the others: at the highest dose activation, usual class: activators. 360,000 tested, 0.079% active. AID 720711; further: nearly all actives have a fitted effect of over 50% in size
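Exchange assay: 100 nM EPAC2 with 250 nM Rap1B-BODIPY-GDP and 50 uM GDP. Fluorescence (ex 480/em 540 nm) read every 5 min for 30 min at room temperature. Data normalized to 6.5 mM cAMP as agonist control.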
The depositor's hits bear a star; i = inactive; ? = inconclusive; . = no result given; & = joins results of further samples; [ ] = another dose, or the depositor's remark. The call rests on the fitted dose curve; in most records, active means well fitted curve in the direction sought with a large enough effect; inconclusive means small, poorly fitted or top-dose-only effect, or another doubt; inactive means no such curve, though single readings can be large; an effect the other way counts as inactive or inconclusive. Potency means the concentration at half of the fitted maximal effect. These rows are one share of the data; rates above refer to the full screens.

SMILES	aSyn yeast inh	EPAC1 ag	TDP43 rescue	PTHR1 ag	EPAC1 antagonist	FUS suppressor	EPAC2 antag	EPAC2 ag
Cc1ccc(S(=O)(=O)N(C)c2ccc(C(=O)N3CCC(C(N)=O)CC3)cc2)cc1	-2.1%	3.8%	4.9%	-3.0%	-6.5%	0.4%	-9.5%	-6.0%
COc1ccc(-c2nnc(SCc3cccc(C)c3)n2N)cc1	.	9.1%	-8.9%	i	?	-21.9%	9.6%	4.3%
NC(=O)c1ccc(NC(=O)c2ccc3c(c2)OCO3)cc1	-10.0%	10.4%	2.0%	-60.1%[inhibitor][57.5 µM]	4.5%	-1.3%	0.1%	11.1%
O=C1C=C(c2ccccc2Oc2ccccc2)C[C@@H](c2ccc(F)cc2)C1	4.7%	5.4%	3.6%	i	-2.0%	8.4%	?	19.5%
O=Cc1cn(-c2ccccc2)nc1-c1cccc([N+](=O)[O-])c1	3.2%	-11.8%	-0.8%	-23.5%	-3.4%	-15.1%	1.8%	1.3%
COc1cc2c(c(OC)c1OC)CC(=O)N(C)CC2	-0.7%	5.3%	21.1%	i	9.5%	-10.8%	0.9%	1.5%
CCc1ccc(Nc2n[n+](C)c(-c3ccncc3)s2)cc1	-6.7%	2.5%	11.4%	-33.7%[inhibitor]	-18.3%	-7.9%	-13.2%	20.0%
COc1ccc(S(=O)(=O)N2CCC(C(=O)NCCC(=O)NCc3ccncc3)CC2)cc1	-0.9%	-10.6%	-2.7%	i	-15.8%	-13.2%	4.6%	0.7%
CS(=O)(=O)c1nc(S(=O)(=O)c2ccc(Cl)cc2)c(N2CCCCC2)s1	-3.8%	2.6%	-8.5%	-33.6%	0.7%	-6.8%	3.6%	0.7%
COc1ccc(C(CNC(=O)c2cccc(S(=O)(=O)Nc3ccc(F)cc3)c2)N2CCOCC2)cc1 (stereo not drawn)	-5.6%	12.5%	5.5%	-2.0%	-14.8%	4.7%	0.4%	7.7%
O=C(O)CCC(=O)c1ccc2sc3ccccc3c2c1	-40.2%[inhibitor]	3.6%	?	i	3.7%	.	0.4%	2.0%
C[C@H](CO)N1C[C@H](C)[C@@H](CN(C)C(=O)Nc2ccc(F)cc2)Oc2ncc(-c3ccc(F)cc3)cc2C1=O	-0.8%	-6.4%	0.0%	-17.7%	-16.0%	14.3%	7.1%	5.5%
O=[N+]([O-])c1cccc2ccc(/C=C/c3ccc(F)cc3)nc12	-9.7%	1.0%	-9.0%	i	-8.6%	.	-1.9%	2.4%
CCOC(=O)CC(=O)CSc1nc(-c2ccccc2)cc(-c2ccc(Cl)cc2)c1C#N	1.2%	-2.5%	0.3%	-23.0%	5.1%	22.2%	10.7%	9.4%
CCCCN1CC(C(=O)NCc2ccc(C)cc2)CC1=O (stereo not drawn)	-4.9%	4.1%	-20.0%	22.2%	-22.7%	.	0.7%	-13.4%
Cc1cc(NC(=O)CSc2nc3c([nH]c4ccccc43)c(=O)n2-c2ccccc2F)no1	-1.2%&1.8%	5.2%	-13.7%&22.0%	-10.1%	?	39.3%&-8.4%	-12.2%	3.9%
C=CCn1c(O)c2ccc(C(=O)N=NC(=O)COc3ccccc3F)cc2c1O	-0.5%	?	-2.7%	-4.0%	3.4%	-0.9%	3.0%	9.9%
COc1ccc(NC(=O)C2Cc3c(-c4ccccc4)ccnc3O2)cc1OC (stereo not drawn)	1.1%	1.5%	?	-83.9%[inhibitor]	-24.9%	44.9%	-18.3%	19.8%
COc1ccc(C(=O)NC(=S)NC(C)C)cc1Br	-6.8%	12.1%	23.6%	-9.2%[57.5 µM]	-6.8%	11.0%	-8.5%	5.1%
COc1ccc(CCNC(=O)C2c3ccccc3C(=O)N2CCC(C)C)cc1OC (stereo not drawn)	3.4%	9.1%	-7.1%	i	9.9%	9.9%	1.3%	11.5%
Cc1n[nH]c(C)c1S(=O)(=O)N1CCCC(C(=O)N2CCN(c3ccc(Cl)cc3)CC2)C1 (stereo not drawn)	-0.1%	-7.7%	-11.9%	-16.6%[57.5 µM]	-12.5%	28.3%	-1.8%	3.3%
COC(=O)c1cccc(NC(=O)CSc2nnc(C3CC3)n2C)c1	0.5%	-8.8%	3.2%	-28.4%	8.2%	15.4%	-1.9%	10.1%
O=C(COc1ccccc1Br)c1ccc2c(c1)OCO2	-10.2%	9.3%	9.6%	-0.3%	-10.7%	-26.1%	-26.4%	21.2%
CCc1noc(C)c1C(=O)OCC(=O)NCc1ccccc1	0.6%	-5.2%	17.8%	i	0.4%	-17.5%	4.8%	-4.7%
CCc1ccc2c(c1)cc(CN(C(=S)Nc1ccccc1)C1CC1)c1nnnn12	-1.1%	0.7%	-15.4%	i	7.9%	-6.0%	4.5%	-0.5%
(listing goes on)
SMILES	aSyn yeast inh	EPAC1 ag	TDP43 rescue	PTHR1 ag	EPAC1 antagonist	FUS suppressor	EPAC2 antag	EPAC2 ag
O=C(CN1N=C(c2ccccc2)CCC1=O)NCCN1CCc2ccccc2C1	-11.0%	-11.0%	18.3%	-13.0%	-15.8%	.	5.2%	-1.1%
Cc1cc2cc3c(cc2nc1SCc1ccc(C(=O)O)cc1)OCCO3	14.8%	-10.9%	-4.2%	i	2.3%	-17.7%	-1.3%	-2.7%
COCCCNc1nc2c(c(=O)[nH]c(=O)n2C)n1CC(O)COc1ccccc1 (stereo not drawn)	-2.6%	2.7%	2.4%	-22.9%[57.5 µM]	1.5%	20.4%	-5.2%	6.9%
COC(=O)c1ccc(OCC2c3cc(OC)c(OC)cc3CCN2C(=O)COc2ccc(Cl)cc2)cc1 (stereo not drawn)	?	.	0.0%	i	.	5.1%	.	.
COc1cc(C(=O)Nc2ccc(Cl)c([N+](=O)[O-])c2)cc(OC)c1OC	1.1%	-21.1%	-21.8%	-20.3%	-12.4%	22.6%	-9.8%	-1.1%
Cc1cc(C)n2nc(C(=O)Nc3cccc(S(=O)(=O)N(C)c4ccccc4)c3)nc2n1	-1.6%	-5.1%	7.7%	-17.6%	2.5%	0.7%	-13.2%	2.8%
CC1CCCC(C)N1C(=O)CSc1nc2ccccc2s1 (stereo not drawn)	.	5.5%	7.94µM*	-31.9%[inhibitor]	3.7%	13.9%	-9.1%	14.6%
CCOC(=O)N1CCN(c2cc(C)c([N+](=O)[O-])cc2F)CC1	-0.3%	0.1%	18.9%	-13.6%	-1.0%	4.2%	3.1%	-0.3%
O=C(c1ccco1)N1CCN(c2ncnc3scc(-c4ccc(F)cc4)c23)CC1	12.4%	-3.9%	17.8µM*	i	-29.5%	29.1%	-13.8%	12.5%
COCCCNC(=O)CCn1c(=O)c2ccccc2n(CC(=O)Nc2cc(Cl)ccc2C)c1=O	-7.1%	3.7%	11.9%	i	0.9%	31.6%	4.2%	15.9%
CCOC(=O)N1CC=C2C(C#N)=C(N)C(C#N)(C#N)[C@H](c3cccs3)C2C1 (stereo partly drawn)	0.7%	11.9%	1.8%	-20.5%	-18.6%	-8.8%	9.8%	-3.4%
COc1ccc(N2C(=O)c3ccc(C(=O)Nc4ccc(NC(C)=O)cc4)cc3C2=O)cc1	-4.1%	5.8%	-10.0%	-36.2%	-5.2%	6.2%	0.2%	3.7%
COc1ccc(C(=O)C2CCCN(C(=O)c3cccc(N(C)C)c3)C2)cc1OC (stereo not drawn)	0.0%	-13.3%	-13.8%	-35.4%[inhibitor]	11.4%	-2.3%	24.8%	5.9%
COc1cccc(NC(=O)NNC(=O)CN2C(=O)COc3ccccc32)c1	-0.8%	10.1%	7.4%	-30.7%[inhibitor]	11.3%	-5.8%	2.8%	7.0%
CCN(CC)S(=O)(=O)c1cccc(C(=O)N[C@H](C(=O)OCC(N)=O)C(C)C)c1	-1.3%	5.2%	4.2%	-10.7%	-6.3%	12.5%	1.0%	8.1%
COc1ccc(S(=O)(=O)N2CCOCC2)cc1C(=O)Nc1nc2ccccc2s1	1.2%	4.7%	-16.9%	i	5.3%	-5.6%	9.3%	8.6%
CSc1nc2nc(Cl)c(Cl)nc2[nH]1	-3.8%	4.3%	20.0%	-25.2%	9.6%	-20.1%	-4.4%	12.2%
Cc1cc(C(C)(C)C)oc1C(=O)N(CC(=O)NC1CCCC1)c1cccc(C(F)(F)F)c1	-15.1%	-35.0%[inhibitor]	-16.9%	-41.8%[inhibitor][57.5 µM]	-25.6%	14.0%	-27.1%	-36.4%[inhibitor]
COCCCNC(=S)N1CCN(c2nc(-c3cccc(OC)c3)cs2)CC1	0.5%	6.9%	14.1µM*	-36.0%[inhibitor]	-19.4%	35.0%	4.9%	4.9%
COc1ccc(S(=O)(=O)N2CCCC2C(=O)Nc2nc3c(s2)CCCC3)cc1 (stereo not drawn)	1.4%	18.4%	10.5%	-20.4%	-19.9%	-0.1%	-1.3%	4.3%
NC(=O)c1ccc(-n2nnnc2SCC(=O)Nc2ccc(N3CCOCC3)c(Cl)c2)cc1	-1.4%	-16.0%	7.1%	i	8.3%	-3.1%	4.6%	-9.0%
CCc1sc(C(=O)NCc2ccco2)cc1C	5.2%	3.6%	23.9%	-0.5%	-10.2%	4.1%	-4.3%	6.6%
C=CCN(c1ccccc1)S(=O)(=O)c1cccc(C(=O)Nc2ccncc2)c1	-3.1%	-4.0%	-9.2%	-46.8%[inhibitor]	-21.1%	22.8%	-3.8%	4.2%
O=C(COC(=O)CCSc1ccccc1Cl)Nc1ccc(F)cc1F	12.7%	13.4%	29.4%	i	-22.9%	10.1%	-7.9%	19.3%

Laid out differently: 2 of the compounds above
> CCc1noc(C)c1C(=O)OCC(=O)NCc1ccccc1
  aSyn yeast inh = 0.6% | EPAC1 ag = -5.2% | TDP43 rescue = 17.8% | PTHR1 ag = i | EPAC1 antagonist = 0.4% | FUS suppressor = -17.5% | EPAC2 antag = 4.8% | EPAC2 ag = -4.7%
> CCc1ccc2c(c1)cc(CN(C(=S)Nc1ccccc1)C1CC1)c1nnnn12
  aSyn yeast inh = -1.1% | EPAC1 ag = 0.7% | TDP43 rescue = -15.4% | PTHR1 ag = i | EPAC1 antagonist = 7.9% | FUS suppressor = -6.0% | EPAC2 antag = 4.5% | EPAC2 ag = -0.5%

In the list so far, these contain a cyano group.
SMILES	aSyn yeast inh	EPAC1 ag	TDP43 rescue	PTHR1 ag	EPAC1 antagonist	FUS suppressor	EPAC2 antag	EPAC2 ag
CCOC(=O)CC(=O)CSc1nc(-c2ccccc2)cc(-c2ccc(Cl)cc2)c1C#N	1.2%	-2.5%	0.3%	-23.0%	5.1%	22.2%	10.7%	9.4%
CCOC(=O)N1CC=C2C(C#N)=C(N)C(C#N)(C#N)[C@H](c3cccs3)C2C1 (stereo partly drawn)	0.7%	11.9%	1.8%	-20.5%	-18.6%	-8.8%	9.8%	-3.4%
